FadD28 FP inh = blocks FadD28 binding to the bisubstrate probe. fluorescence polarization. AID 588549. 360,000 compounds, 0.22% hits. inhibition, % at 12.5 µM; in the data active means inhibition above about 8.5%, passing the limit was not always enough; inconclusive means no clear call, values can overlap the other calls
UGM FP inh = blocks M. tuberculosis UGM enzyme; P9WIQ1; purified UGM, fluorescence polarization probe displacement; inhibition, % at 10 µM; 320,000 compounds, 0.06% hits; AID 504406; in the data active means inhibition above about 10%, passing the limit was not always enough; inconclusive means no clear call, values can overlap the other calls
Target sequence (P9WIQ1 whole entry, looked up): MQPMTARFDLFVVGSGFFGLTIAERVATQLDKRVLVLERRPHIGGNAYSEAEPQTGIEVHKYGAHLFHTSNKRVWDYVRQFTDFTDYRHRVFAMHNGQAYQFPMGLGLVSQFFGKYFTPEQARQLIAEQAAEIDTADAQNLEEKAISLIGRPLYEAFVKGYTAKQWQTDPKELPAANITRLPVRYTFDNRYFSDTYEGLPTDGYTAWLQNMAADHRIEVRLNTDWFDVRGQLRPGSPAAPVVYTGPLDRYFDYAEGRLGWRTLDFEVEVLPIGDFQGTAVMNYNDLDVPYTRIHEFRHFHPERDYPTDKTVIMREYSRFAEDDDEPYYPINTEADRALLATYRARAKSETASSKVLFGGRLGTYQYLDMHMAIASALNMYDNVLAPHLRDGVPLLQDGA
Mtb BioA inh = inhibitors of Mycobacterium tuberculosis BioA enzyme; purified M. tuberculosis BioA enzyme, plate reader; 360,000 compounds, 0.096% hits; inhibition, % at 9.99 µM; in the data active means inhibition above about 40%; inconclusive means no clear call, values can overlap the other calls
BoNT-F LC inh = blocks Botulinum neurotoxin F light chain protease | AID 588497 | Multiplex microsphere protease cleavage assay, flow cytometry | inhibition, % at 10 µM | 360,000 compounds, 0.22% hits; in the data active means inhibition above about 35%, passing the limit was not always enough; inconclusive means no clear call, values can overlap the other calls; further: plate controls were buffer without enzyme for full effect and enzyme alone for no effect
FBA Mtb inh = Mtb fructose-bisphosphate aldolase inhibition; 360,000 compounds, 2.3% hits; inhibition, % at 1 µM; purified M. tuberculosis FBA, fluorescence read-out; in the data active means inhibition above about 27%;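 further: 0% = vehicle and 100% = reference inhibitor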
Target sequence (P9WQA3 whole entry, looked up): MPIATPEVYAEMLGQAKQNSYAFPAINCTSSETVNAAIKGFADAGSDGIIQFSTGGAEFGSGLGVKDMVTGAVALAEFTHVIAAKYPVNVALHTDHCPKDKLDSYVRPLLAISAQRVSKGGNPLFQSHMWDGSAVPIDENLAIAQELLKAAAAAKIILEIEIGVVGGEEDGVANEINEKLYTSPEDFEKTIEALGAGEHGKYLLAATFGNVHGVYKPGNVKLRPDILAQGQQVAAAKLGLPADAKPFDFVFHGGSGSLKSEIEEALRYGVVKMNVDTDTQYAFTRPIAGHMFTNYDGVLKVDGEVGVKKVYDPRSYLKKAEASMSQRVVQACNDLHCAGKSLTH
PrPC TRFRET = inhibitors of human cell surface prion protein PrPC; P04156; TR-FRET read-out; inhibition, % at 13.8 µM; 370,000 compounds, 0.43% hits; AID 720596; in the data active means inhibition above about 24%; further: 0% = median of the test wells and 100% = reference compound wells
GDH-TPI inh = counter-screen for M. tuberculosis FBA inhibitors: GDH-TPI coupled enzymes. GDH-TPI coupled enzyme counterscreen, NADH absorbance. inhibition, % at 4.8 µM. 360,000 compounds, 1.2% hits. AID 588335;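 further: 0% = DMSO wells and 100% = wells lacking the enzyme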
CCHFV vOTU inh = CCHFV vOTU protease inhibition; 370,000 compounds, 0.55% hits; Pep-AMC fluorescence; AID 651958; inhibition, % at 11.5 µM; further: 0% = vehicle wells with enzyme and 100% = no enzyme wells
BoNT-A LC inh2 = BoNT A light chain protease inhibition; multiplex microsphere protease substrate cleavage, flow cytometry; inhibition, % at 10 µM; 360,000 compounds, 0.17% hits; in the data active means inhibition above about 30%; inconclusive means no clear call, values can overlap the other calls; further: plate controls were buffer without enzyme for full effect and enzyme alone for no effect
* hit, by the source's call; u = inconclusive; x = not tested or not shown. Unless noted, no stated cut-off is given here; in the data, active means inhibition above about 30%; inactive means the rest.

structure	FadD28 FP inh	UGM FP inh	Mtb BioA inh	BoNT-F LC inh	FBA Mtb inh	PrPC TRFRET	GDH-TPI inh	CCHFV vOTU inh	BoNT-A LC inh2
Cc1cccc(OCC(=O)Nc2ccccc2N2CCCCC2)c1	-1.0	0.9	-0.4	7	0	1	-4	2	0.4
CC1CCc2sc(C(=O)NCCCn3ccnc3)cc2C1 (stereo not drawn)	0.9	-0.3	0.1	-3	-1	3	11	5	0.1
Nc1ccnn1C1CCNCC1	0.7	2.1	-1.1	13	-2	0	-2	8	7.7
Cc1ccc2cc(CN(C(=O)c3ccncc3)C(C)C)c(=O)[nH]c2c1	-1.6	-2.2	-1.6	2	-3	4	11	-4	0.6
O=C(N/N=C/c1ccc(O)c([N+](=O)[O-])c1)C(O)(c1ccccc1)c1ccccc1	0.5	2.4	0.8	-4	-4	-10	35*	14	-1.7
O=C(CSc1nc(O)cc(=O)n1-c1ccc(Cl)c(Cl)c1)Nc1ccc(Cl)cc1Cl	2.1	0.1	4.9	2	2	0	2	0	-1.9
CCN(C(=O)c1cc2ccccc2oc1=O)c1ccccc1	-0.8	0.9	-2.8	-4	-1	-2	13	-3	0.6
C=CCn1c(SCC(=O)Nc2ccc(OC)cc2)nc2ccccc2c1=O	0.0	-1.7	-2.3	11	5	4	5	-11	1.1
CCOC(=O)c1cnc(COc2ccccc2Cl)[nH]c1=O	-1.2	2.8	-2.0	-6	4	-3	-5	-7	0.6
C=C(C)CSc1nnc(-c2ccc(C)cc2)n1N	-2.8	-0.7	-0.5	-4	1	-3	-1	-7	1.5
CCOc1ccccc1-n1c(SCC(N)=O)nnc1-c1ccco1	-0.9	-2.3	x	-10	-1	x	5	x	-0.3
CC(=O)Nc1nc2n(n1)C(c1ccccc1)C=C(c1ccccc1)N2 (stereo not drawn)	-4.2	-0.9	-4.8	-4	50*	x	6	x	-1.0
COC(CNC(=O)c1ccc2c(c1)ncn2C1CCCCCC1)OC	x	-3.5	0.1	6	-1	2	-9	-2	1.9
Cc1nc(SCC(=O)N(C)C2CCS(=O)(=O)C2)c2ccccc2n1 (stereo not drawn)	-2.1	0.6	-1.6	4	1	-1	7	-9	1.6
CCCCN(C(=O)C1CC(=O)N(c2ccc(OC)cc2OC)C1)c1c(N)n(CC(C)C)c(=O)[nH]c1=O (stereo not drawn)	1.1	0.9	-0.4	-1	-1	-2	-9	-5	1.3
Cc1c(C=C(C#N)c2ccc([N+](=O)[O-])cc2)c(=O)n(-c2ccccc2)n1C	-0.1	x	7.4	-5	1	-30	23	-7	-0.4
CCCC(=O)Nc1cc(-c2cn3cccnc3n2)ccc1OC	-4.9	0.7	1.9	7	19	-9	17	-15	5.3
O=C(O)c1ccccc1C(=O)OCc1c(-c2ccccc2)ncc2ccccc12	-2.8	3.2	-0.9	-5	6	-2	12	-4	-0.6
O=C(Nc1ccc(Cl)cc1)NC1CCCCC1Cc1ccco1 (stereo not drawn)	-8.6	2.9	-1.4	4	-6	13	-4	0	-1.2
COc1ccc(C(CNC(=O)COc2ccccc2)N2CCCCC2)cc1 (stereo not drawn)	-1.3	x	-3.9	2	3	0	-2	4	0.6
Cc1ccc(S(=O)(=O)N2C(=O)[C@@H]3Cc4ccccc4CN3C2=O)cc1	-0.3	x	0.0	u	-1	5	3	6	-4.8
COc1ccc2sc(N(CCN(C)C)C(=O)c3cc(Cl)sc3Cl)nc2c1	-5.2	0.3	x	-7	3	-4	-1	-10	-1.0
Cc1cc(C)nc(NCCCc2ccccc2)n1	-3.7	-0.2	1.2	-7	1	0	-6	-18	-0.6
CCc1nn(CCCC(=O)N2CCc3ccccc3C2)c(=O)c2cc3occc3n12	-2.5	-1.6	37	0	-2	-6	-4	7	0.5
Cc1ccccc1NC(=O)CSc1nc(O)cc(=O)n1C	-1.3	0.1	0.2	u	-1	1	2	4	u
COc1ccc(CN2Cc3cc(-c4ccc(OC)cc4)ccc3-n3nncc3C2)cc1	-1.3	x	7.6	5	14	5	x	-3	0.3
O=[N+]([O-])c1cnc2ccccn12	0.7	4.0	-2.3	-10	-1	-19	4	-10	-1.1
COc1ccc(NC(=O)C(c2cc3c(cc2[N+](=O)[O-])OCO3)N(C)Cc2ccccc2)cc1 (stereo not drawn)	-9.4	0.9	1.0	-13	1	6	7	16	-0.8
COc1ccc(N=C2SC(C(=O)N3CCN(c4ccccc4)CC3)CC(=O)N2C)cc1 (stereo not drawn)	-3.4	-1.8	-1.0	7	-2	-4	4	-1	-0.5
COc1ccc(CNC(=O)Cc2ccc(-c3ccccc3)cc2)cc1OC	-0.5	1.1	x	-28	0	4	-4	5	-5.7
CCc1nc(C(N)=O)c2[nH]c(=O)n(-c3ccccc3F)c2n1	0.9	0.2	-1.7	-1	105*	-1	8	-46	-0.7
O=C1N/C(=N/S(=O)(=O)c2ccccc2)S/C1=C/c1cccnc1	-1.5	-1.6	-1.2	-7	1	-6	33*	6	-0.6
COC(=O)CCCCC1SCC(NC(=O)c2ccccc2)C1=O (stereo not drawn)	-1.9	2.5	x	-6	0	1	4	-1	0.3
C=CCn1c(O)c(N=NC(=S)Nc2ccc(OC)c(Cl)c2)c2ccccc21	0.2	2.4	-4.3	6	0	-1	46*	0	29
COCCOC(=O)c1cc(C(=O)c2cc(Cl)ccc2O)coc1=N	0.0	-2.4	x	-12	0	1	10	5	-1.5
CCc1nc(NCC2CCCN2CC)c2nnn(Cc3ccccc3F)c2n1 (stereo not drawn)	-2.5	0.6	-0.1	9	1	2	4	8	1.1
COc1ccc(CCNC(=O)CCOc2ccc(C)cc2)cc1OC	-3.3	1.7	-2.7	3	0	-5	2	13	1.3
COCCCNC(=O)c1cccc2c(=O)c(C)c(-c3ccccc3)oc12	-2.1	2.6	-0.3	2	1	7	9	28	0.2
CCOCCCNC(=O)c1cc2c(=O)n3cccc(C)c3nc2n1C	-1.6	-1.1	-1.6	-14	15	-7	14	-13	-1.2
O=C1C2CCCN2C(c2cccc(Cl)c2)N1c1ccccn1 (stereo not drawn)	-1.4	-0.3	-2.2	-5	3	-1	-3	-9	-1.2
CCOc1ccc(NC(=O)CSc2cn[nH]n2)cc1	-3.1	x	-0.7	0	8	1	5	-6	0.9
COc1cc(-c2noc(C)c2C(=O)NCCO)cc(OC)c1OC	-0.3	-0.2	-1.9	2	6	-4	1	13	-0.7
Cc1ccccc1Nc1ccc([N+](=O)[O-])cn1	u	-5.1	1.8	u	-3	-27	30	19	0.9
Cc1ccc(S(=O)(=O)N2CCN(S(=O)(=O)N3CCCCC3)CC2)cc1C	-4.4	-0.9	x	10	1	-7	-10	2	3.1
COCCNC(=O)C(=O)c1c(-c2ccccc2)[nH]c2ccccc12	-2.5	-3.1	22	-2	0	-9	8	14	-0.3
O=C(NCCSCc1ccc(Cl)cc1Cl)c1ccc(CN2CCOCC2)cc1	43*	0.9	1.0	1	-2	15	14	7	0.5
CCCC(=O)NC(c1ccc(OC)cc1)c1ccc2cccnc2c1O (stereo not drawn)	-3.5	1.4	x	1	-1	27*	7	2	-0.2
Cc1ccc(NS(=O)(=O)c2cccc(C(=O)N3CCOCC3)c2)cc1	-2.2	2.4	-0.7	-4	-1	7	-1	6	0.9
O=C(NCc1nc2ccccc2[nH]1)C1=C[C@@H](C2CCCCC2)C[C@@H](OCCCCO)O1	-4.8	1.4	0.7	-10	-1	7	-12	8	-0.4
COc1cccc(NC(=O)C2CCCN(S(C)(=O)=O)C2)c1 (stereo not drawn)	-1.4	-1.3	-1.7	-12	-2	2	-16	-13	-1.2
CCOc1ccc(/C=N/NC(=O)Cc2ccccc2)cc1CN1CC2CC(C1)c1cccc(=O)n1C2 (stereo not drawn)	-0.4	-0.4	-0.5	3	-1	-6	11	4	0.1
CCc1ccc(-c2nc(CN3CCCC(C(=O)NCCc4ccc(OC)c(OC)c4)C3)c(C)o2)cc1 (stereo not drawn)	-4.5	2.1	0.0	2	1	-16	9	11	u
Cc1nc(SCc2cccc(C(=O)O)c2)nc2c1CCCC2	-0.8	-0.3	x	-9	3	0	-2	-4	-2.6
CCOC(=O)N1CCN(C(=O)Cn2c(C)cc3ccccc3c2=O)CC1	-3.6	-2.5	-0.8	5	3	1	13	9	0.3
O=C(O)c1cc(-c2cccs2)[nH]n1	-1.4	0.2	-1.9	-8	1	-1	5	3	-1.7
Cc1nc(C(F)(F)F)nc(Nc2ccc(Br)cc2)c1C#N	-4.6	-0.4	-1.3	0	-5	2	2	-11	-0.5
COc1ccc(C(=O)/C=C/Nc2c(C)n(C)n(-c3ccccc3)c2=O)c(OC)c1	-1.8	2.1	x	-4	-1	8	9	8	-0.1
COCCn1c(C)cc(C2=NNC(=NC3CC3)SC2)c1C	-4.2	2.2	x	-22	-2	-6	7	-6	1.1
COC(=O)CN1C(=O)C(C)(C)Oc2ccc(C(=O)Nc3ccccc3F)cc21	-1.0	1.3	0.0	7	5	2	0	3	-2.3
CCOc1ccc(-c2nc(CSc3nnc(N)s3)cs2)cc1	-2.9	-0.8	-1.7	-2	1	5	11	-5	0.5

Next part.
structure	FadD28 FP inh	UGM FP inh	Mtb BioA inh	BoNT-F LC inh	FBA Mtb inh	PrPC TRFRET	GDH-TPI inh	CCHFV vOTU inh	BoNT-A LC inh2
Cc1ccc(NC(=O)/C(C#N)=C/c2cccs2)c(C)c1	-4.6	-0.3	x	-4	-1	-9	9	6	-0.1
O=[N+]([O-])c1ccc(N2CCN(CCO)CC2)c2ncccc12	-4.8	x	-0.3	5	-12	-62	4	13	0.7
O=S(=O)(CCN1CCN(c2ccccc2O)CC1)c1ccc(Cl)cc1	-2.5	x	1.6	-4	0	4	-3	-4	0.0
COc1cccc(COC(=O)C2CC(=O)N(Cc3ccccc3)C2)c1OC (stereo not drawn)	-1.0	x	0.2	-11	1	2	10	-8	-0.1
Cc1nc2ccccn2c1C(=O)N/N=C/c1ccccc1	0.3	-1.6	16	11	-2	4	15	0	-1.0
O=C(O)c1ccccc1N1C(=O)C2C3c4ccccc4C(Br)(c4ccccc43)C2C1=O (stereo not drawn)	-1.3	4.5	x	-2	2	9	-2	27	0.2
CCCCCc1c(C)nc(Nc2ccccc2)[nH]c1=O	-0.9	0.6	2.9	-3	-2	0	-6	7	-0.1
CC(C)c1ccccc1NC(=O)c1ccco1	-3.3	-4.0	-1.3	2	-2	-4	7	-7	0.8
O=C1CCC(C(=O)Nc2ccccc2N2CCCC2)=NN1	-0.1	-0.6	x	-49	1	-6	-1	-6	5.5
O=S(=O)(Nc1cccc(-c2cn3c(n2)SCC3)c1)c1ccccc1F	-1.1	4.5	-0.2	0	1	8	8	7	-0.5
Cc1oc(-c2ccccc2F)nc1CS(=O)(=O)CC(=O)NCc1ccccc1Cl	-3.3	-0.4	-2.0	-5	-3	5	-2	14	0.0
O=C1C2C3C=CC(C2C(=O)N1CCCO)C1C2C(=O)N(CCCO)C(=O)C2C31 (stereo not drawn)	-0.9	1.4	x	-2	0	-3	2	-12	-2.6
Cc1sc2nc(C(C)Nc3ccccc3N3CCOCC3)[nH]c(=O)c2c1C (stereo not drawn)	-4.7	-1.6	0.9	-5	-11	2	0	-10	1.5
O=C(COC(=O)c1cc2c(s1)CCCC2)NCc1ccccc1Cl	-2.9	-2.7	x	-2	0	0	-6	-4	0.1

Compound activity deposited in PubChem by several laboratories.
